# Source: PubChem BioAssay (several laboratories)
# CHT PAM: allosterically activates the human high affinity choline transporter. Q9GZV3. CHT-expressing cells, membrane potential dye, choline EC20; stronger effect = higher value; LV-AA mutant CHT in HEK293 cells. B-score at 10 µM. 0.49% of 310,000 active. AID 488977;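 active means initial fluorescence not abnormally high and integrated response B-score, plate-corrected, over 3 SD above library mean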
# OX1R antag-1: OX1R (human) antagonism. OX1R-expressing cells, FRET antagonist read-out. AID 485270. inhibition, % at 6.6 µM. 1.8% of 330,000 active. O43613; in the data active means inhibition mostly above about 38%, no sharp cut-off; inactive means mostly below about 40%;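 further: 0% = agonist challenge alone and 100% = reference antagonist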
# Target sequence (O43613 whole entry, looked up): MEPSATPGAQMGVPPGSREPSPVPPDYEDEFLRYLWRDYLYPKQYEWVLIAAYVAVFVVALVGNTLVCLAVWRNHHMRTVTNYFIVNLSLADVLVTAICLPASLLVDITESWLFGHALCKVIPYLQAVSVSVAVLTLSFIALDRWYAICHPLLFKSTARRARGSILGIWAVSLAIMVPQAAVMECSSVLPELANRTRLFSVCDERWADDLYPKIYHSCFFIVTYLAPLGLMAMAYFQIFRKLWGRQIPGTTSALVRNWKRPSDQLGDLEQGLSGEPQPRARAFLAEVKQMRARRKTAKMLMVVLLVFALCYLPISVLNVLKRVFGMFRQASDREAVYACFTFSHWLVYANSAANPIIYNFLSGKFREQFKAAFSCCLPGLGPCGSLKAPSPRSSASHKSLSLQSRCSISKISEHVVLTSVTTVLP
# OX1R antag-2: blocks the human orexin 1 receptor; CHO/OX1R cells, Fluo-8 calcium fluorescence, orexin A; inhibition, % at 5 µM; 0.43% of 330,000 active; AID 434989;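 active means inhibition above its plate's threshold, mean inhibition of all tested compounds on the plate plus 3 SD, cut at about 37% in these data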;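 further: 0% = orexin A challenge wells and 100% = SB-334867-A antagonist wells; not every result past the cut was called active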
# * = called active by the depositor; i = inactive.
canonical_smiles	CHT PAM	OX1R antag-1	OX1R antag-2
CNC(=S)N(CCc1c(C)[nH]c2ccc(C)cc12)Cc1cccnc1	i	8	-11
CCCN(CCC)c1nc(Cl)nc(NCc2ccco2)n1	i	18	-44
O=C(O)CCNS(=O)(=O)c1ccc(Oc2ccccc2)cc1	i	7	5
CCOC(=O)CCC(NC(=O)CCCCCCCC(=O)NC(CCC(=O)OCC)C(=O)OCC)C(=O)OCC (centres undefined)	i	16	-18
CCOC(=O)C(C)NC(=O)CCc1nnc2ccc(N3CCC(C)CC3)nn12 (centres undefined)	i	-3	-7
O=C(CSC(=S)N1CCOCC1)Nc1ccc(S(=O)(=O)Nc2ncccn2)cc1	i	10	-7
CC(C)(C)NC(=O)CSc1nnc(Cc2ccccc2)n1CC1CCCO1 (centres undefined)	i	25	-21
Cc1cc([N+](=O)[O-])nn1CCCC(=O)Nc1ccc2c(c1)OCO2	i	31	-17
Cc1nc(NCc2ccco2)nc2c1C(=O)CC(C)C2 (centres undefined)	i	3	-18
Nc1nc2ccccc2n1Cc1ccc(Cl)c(Cl)c1	i	10	-7
COc1ccc2oc(C(=O)c3ccccc3)c(N)c2c1	i	64*	26
CCOC(=O)NC(=O)/C(C=Nc1ccc(Cl)cc1)=C(\C)O	i	9	-27
COc1cc(C(=O)OCc2nc3ccsc3c(=O)[nH]2)c([N+](=O)[O-])cc1OC	i	22	-6
Cc1noc(C)c1C(=O)N1CCN(S(=O)(=O)c2cccs2)CC1	i	5	-9
CC(=O)c1c(C)[nH]c(C(=O)OCC(=O)N2c3ccccc3NC(=O)C2(C)C)c1C	i	4	-5
Nc1c(S(=O)(=O)c2ccccc2)c2nc3ccccc3nc2n1CCN1CCOCC1	i	18	-31
CCOC(=O)c1c(C)nn(-c2ccc(NC(=O)c3c(C)noc3C)cc2)c1C	i	4	-28
Cc1noc(/C=C/c2cccs2)c1S(=O)(=O)N1CCC(C(=O)NCCCN2CCC(C)CC2)CC1	i	13	-23
CC(=O)N=C1SC2CS(=O)(=O)CC2N1Cc1ccc(C)cc1 (centres undefined)	i	7	0
COc1cccc(C(=O)CC(C(=O)O)c2ccc(F)cc2)c1 (centres undefined)	i	5	11

# Looked up above:
# For OX1R antag-2, `CC(=O)c1c(C)[nH]c(C(=O)OCC(=O)N2c3ccccc3NC(=O)C2(C)C)c1C` has the entry -5
# For OX1R antag-1, `CCOC(=O)NC(=O)/C(C=Nc1ccc(Cl)cc1)=C(\C)O` has the entry 9
# For OX1R antag-2, `Cc1cc([N+](=O)[O-])nn1CCCC(=O)Nc1ccc2c(c1)OCO2` has the entry -17
# For OX1R antag-2, `COc1ccc2oc(C(=O)c3ccccc3)c(N)c2c1` has the entry 26
# For OX1R antag-2, `Cc1noc(/C=C/c2cccs2)c1S(=O)(=O)N1CCC(C(=O)NCCCN2CCC(C)CC2)CC1` has the entry -23
# For OX1R antag-2, `CCOC(=O)CCC(NC(=O)CCCCCCCC(=O)NC(CCC(=O)OCC)C(=O)OCC)C(=O)OCC` (centres undefined) has the entry -18

# 5 entries out of the list above, ordered by their value in OX1R antag-1, rising:
molecule,OX1R antag-1,OX1R antag-2
CCOC(=O)C(C)NC(=O)CCc1nnc2ccc(N3CCC(C)CC3)nn12 (centres undefined),-3,-7
CC(=O)c1c(C)[nH]c(C(=O)OCC(=O)N2c3ccccc3NC(=O)C2(C)C)c1C,4,-5
COc1cccc(C(=O)CC(C(=O)O)c2ccc(F)cc2)c1 (centres undefined),5,11
O=C(CSC(=S)N1CCOCC1)Nc1ccc(S(=O)(=O)Nc2ncccn2)cc1,10,-7
Cc1cc([N+](=O)[O-])nn1CCCC(=O)Nc1ccc2c(c1)OCO2,31,-17

# Exported with two lines to a compound: entries from further up.
# Each structure is followed by: CHT PAM | OX1R antag-1 | OX1R antag-2
CCOC(=O)C(C)NC(=O)CCc1nnc2ccc(N3CCC(C)CC3)nn12 (centres undefined)
→ i | -3 | -7
O=C(CSC(=S)N1CCOCC1)Nc1ccc(S(=O)(=O)Nc2ncccn2)cc1
→ i | 10 | -7

# The main list resumes, starting 2 compounds before the break.
canonical_smiles	CHT PAM	OX1R antag-1	OX1R antag-2
CC(=O)N=C1SC2CS(=O)(=O)CC2N1Cc1ccc(C)cc1 (centres undefined)	i	7	0
COc1cccc(C(=O)CC(C(=O)O)c2ccc(F)cc2)c1 (centres undefined)	i	5	11
CCOC(=O)NC(=O)c1cn(N(C)c2ncc(C(F)(F)F)cc2Cl)c(=O)[nH]c1=O	i	21	-17
CCN(CC)S(=O)(=O)c1ccc(OC)c(NC(=O)c2cc(=O)[nH]c3ccccc23)c1	i	14	-29
COc1cccc(O)c1CN1CCC(C(=O)Nc2ccc(Oc3cccnc3)cc2)CC1	i	20	-10
CN(C)/C=C/c1oc2ccc(O)cc2c1[N+](=O)[O-]	i	52*	-7
CCCn1c(=O)n(C)c(=O)c2c(SCC(=O)NCC(c3ccccc3)N(C)C)nc(CC(C)C)nc21 (centres undefined)	i	23	-18
O=C(COC(=O)Cc1ccccc1F)Nc1cc(S(=O)(=O)N2CCOCC2)ccc1N1CCCC1	i	8	-24
